LEDGF integ inh – blocks HIV-1 LEDGF/p75-dependent DNA integration | hit rate 0.64% among 370,000 | TR-FRET IN-LEDGF/p75 DNA integration, Eu/Cy5 | inhibition, % at 3.7 µM;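 active = inhibition above the screen-wide mean plus 3 SD, cut at about 13% in these data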;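 note: signal is the Cy5 over europium emission ratio at 671 and 618 nm; 0% = plate median of compound wells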
Tn7 DDE FP – disrupts Tn7 cyclic peptide binding to fibrin D-Dimer-E complex; P02675; FP displacement of FITC-Tn7 peptide from fibrin DD(E); 0% = median of compound wells per plate; hit rate 0.13% among 370,000; inhibition, % at 8.3 µM; AID 720508;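 active = inhibition above the mean of compounds falling within the control limits plus 3 SD of them, cut at about 14% in these data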;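 note: 0% = plate median of compound wells and 100% = 10 µM Aha-Tn7 peptide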
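Test system – human fibrin DD(E) · Times – 10 min preincubation, 3 h with tracer, room temperature · Detection – fluorescence polarization of the labelled Tn7 tracer · Measure – percent inhibition normalized to high-control wells · Benchmarks – high control wells with 10 µM unlabelled Aha-Tn7 peptide (full inhibition) · Repeats – singlicate testing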
UHRF1 binding – human UHRF1 methylated DNA binding inhibitors; Q96T88; UHRF1 binding to methylated oligo, TR-FRET; inhibition, % at 4.4 µM; hit rate 0.75% among 370,000; AID 687016; in the data active = inhibition above about 21%;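 note: UHRF1 SRA domain binding a hemimethylated CpG hairpin DNA probe; 0% = median of test compound wells and 100% = reference inhibitor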
Target sequence (Q96T88 whole entry, looked up, the tested form may be a part): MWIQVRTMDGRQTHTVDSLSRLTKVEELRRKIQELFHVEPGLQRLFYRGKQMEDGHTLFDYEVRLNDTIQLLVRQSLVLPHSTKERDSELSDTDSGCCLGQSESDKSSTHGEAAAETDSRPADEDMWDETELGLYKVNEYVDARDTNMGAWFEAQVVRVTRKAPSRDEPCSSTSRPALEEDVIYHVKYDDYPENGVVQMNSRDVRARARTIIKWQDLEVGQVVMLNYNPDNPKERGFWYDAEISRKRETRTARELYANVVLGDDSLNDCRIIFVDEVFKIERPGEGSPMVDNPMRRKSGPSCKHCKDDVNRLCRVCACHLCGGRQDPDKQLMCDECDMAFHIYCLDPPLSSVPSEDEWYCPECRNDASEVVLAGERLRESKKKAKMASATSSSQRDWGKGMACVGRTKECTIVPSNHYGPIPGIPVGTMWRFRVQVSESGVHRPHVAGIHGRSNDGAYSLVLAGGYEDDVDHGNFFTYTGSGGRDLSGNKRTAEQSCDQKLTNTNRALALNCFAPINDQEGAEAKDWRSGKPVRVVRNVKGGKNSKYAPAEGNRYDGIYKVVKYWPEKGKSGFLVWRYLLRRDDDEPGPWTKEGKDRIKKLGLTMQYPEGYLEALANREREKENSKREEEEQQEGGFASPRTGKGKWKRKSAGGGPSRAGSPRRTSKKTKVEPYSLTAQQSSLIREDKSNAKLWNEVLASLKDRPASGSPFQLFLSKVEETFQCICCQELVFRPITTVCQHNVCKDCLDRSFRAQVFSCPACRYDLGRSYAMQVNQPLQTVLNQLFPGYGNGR
PRMT1 inh – inhibitors of human PRMT1; Q99873; recombinant PRMT1, activity-based probe fluorescence polarization; inhibition, % at 2.79 µM; hit rate 1.3% among 370,000; AID 652257;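 active = inhibition above about 21% made by adding two undisclosed values, limit read from the data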
SIAE inh – inhibitors of human sialic acid acetylesterase SIAE. hit rate 0.69% among 370,000. AID 1053197. SIAE FP-Rh probe binding, fluorescence polarization. inhibition, % at 9.66 µM. Q9HAT2;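 active = inhibition above a cutoff: mean of compounds within the control limits plus 3 SD of those, cut at about 17% in these data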;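 note: 0% = plate median of compound wells and 100% = probe without SIAE protein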
HTRA1 inhibitor – blocks human HTRA1 serine peptidase. AID 504803. hit rate 0.5% among 340,000. inhibition, % at 5.96 µM. Q92743. recombinant HTRA1, FP-rhodamine activity-based probe, fluorescence polarization; in the data active = inhibition above about 36%;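 note: 0% = enzyme with DMSO and 100% = wells lacking enzyme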
PG9 Ab binder – binds the HIV-1 gp120 antibody PG9. TR-FRET gp120-PG9 antibody binding. inhibition, % at 6.7 µM. hit rate 0.43% among 360,000; in the data active = inhibition above about 8.5%
TDP2 absorb – TDP2 (human) inhibition, absorbance primary screen; O95551; inhibition, % at 12.8 µM; recombinant TDP2, T5PNP hydrolysis, p-nitrophenol absorbance 415 nm; hit rate 0.34% among 370,000;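 active = inhibition above the mean of all tested compounds plus 3 SD, set per campaign, cut at about 25% in these data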;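 note: 0% = DMSO with enzyme and 100% = buffer with substrate but no TDP2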
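Evaluation: % inhibition relative to enzyme-containing and enzyme-free wells. Material: recombinant human TDP2. Benchmarks: enzyme-free and DMSO wells. Timing: enzyme reaction with compound for 2 h at 37 °C. Compound dosing: 12.8 µM only. Measured by: p-Nitrophenol epi absorbance. Reagent: T5PNP substrate at 5 mM, a TopII-DNA adduct mimic. Replication: single well per compound.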
mABHD4 FP – inhibits mouse alpha/beta hydrolase domain 4; Q8VD66; purified mABHD4, FP-Rh probe fluorescence polarization; inhibition, % at 8.92 µM; hit rate 0.54% among 370,000; AID 720543;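 active = inhibition exceeding the mean over every tested compound plus 3 SD, cut at about 30% in these data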;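 note: 0% = plate median of compound wells and 100% = S159A mutant with DMSO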
Target sequence (Q8VD66 whole entry, looked up, the tested form may be a part): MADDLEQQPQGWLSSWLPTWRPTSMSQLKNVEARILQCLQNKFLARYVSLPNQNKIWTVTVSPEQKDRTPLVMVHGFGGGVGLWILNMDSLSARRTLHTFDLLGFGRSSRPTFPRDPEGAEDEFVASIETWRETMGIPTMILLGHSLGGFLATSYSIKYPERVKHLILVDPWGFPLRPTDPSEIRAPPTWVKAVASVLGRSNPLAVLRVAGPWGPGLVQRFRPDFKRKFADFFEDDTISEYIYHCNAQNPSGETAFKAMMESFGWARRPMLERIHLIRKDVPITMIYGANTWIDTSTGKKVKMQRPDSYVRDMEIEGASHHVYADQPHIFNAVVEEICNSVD
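Test system: mABHD4 protein; Read-out basis: % inhibition; Incubation: 45 min + 60 min at 25 °C; Repeats: single replicate; Technique: fluorescence polarization with parallel and perpendicular emission, 525/598 nm; Compound: 8.92 µM, single dose; Benchmarks: full inhibition S159A mutant plus DMSO, zero as sample-well median.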
TCR CD3 inh – inhibitors of human TCR-CD3 interaction. TAMRA-labeled TCR probe fluorescence, biochemical. inhibition, % at 9.4 µM. hit rate 0.37% among 360,000. AID 651800; in the data active = inhibition above about 19%;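 note: recombinant mutant TCR 2C K166C tagged with TAMRA read by polarization; 0% = receptor in buffer alone and 100% = receptor with positive control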
Starred values were filed as active, the others as inactive; . = no result given. Outcome played no part in choosing rows; about 4.2% have a hit in one of these screens.

SMILES	LEDGF integ inh	Tn7 DDE FP	UHRF1 binding	PRMT1 inh	SIAE inh	HTRA1 inhibitor	PG9 Ab binder	TDP2 absorb	mABHD4 FP	TCR CD3 inh
Cc1cc(F)ccc1S(=O)(=O)N(C(=O)c1ccncc1)c1ccc(OC(=O)c2ccncc2)cc1	1.4	-4.6	0.1	-0.3	3.3	.	-2.0	-1.6	-0.8	1.4
Cc1cc(NC(=O)COn2nnc3ccc(S(C)(=O)=O)cc32)ccc1Br	4.4	0.1	4.5	8.2	-15.8	-9.9	2.7	3.1	-22.4	-12.2
NC(=O)C1CCN(C(=O)c2ccc(Cl)c(NC(=O)c3cccs3)c2)CC1	-0.4	-6.1	-0.1	-2.5	6.2	2.9	-1.7	7.8	4.0	9.4
CC(=O)c1cccc(NC(=O)NC(C)C2CCCO2)c1 (centres undefined)	2.0	8.6	-0.7	0.8	10.0	-4.9	0.2	1.3	1.1	-3.3
O=C(N/N=C/CCc1ccccc1)C1CCCCC1	1.7	-10.3	1.7	0.5	3.7	-3.9	0.3	-14.2	-11.2	3.5
COc1cc(C(=O)N2CCN(Cc3ccccc3C(F)(F)F)CC2)cc(OC)c1OC	3.1	-5.4	-3.6	-2.5	-3.6	-8.6	-1.4	7.3	-5.5	0.8
COc1ccc(-c2ccc3nnc(SCC(=O)Nc4ccc(NC(C)=O)cc4)n3n2)cc1	0.8	9.2	-0.4	0.0	-23.3	-2.7	4.7	-3.6	-0.6	-0.3
Cc1cc(NS(=O)(=O)c2ccc(NC(=O)Cc3ccc([N+](=O)[O-])cc3)cc2)nc(C)n1	2.0	-8.0	-1.3	0.3	-4.7	1.8	-0.3	7.6	6.1	-0.7
COc1cccc(CNC(=O)[C@@H]2CCCN2C(=O)[C@@H]2CCCN2C(=O)c2cccc(OC)c2)c1	1.4	-4.9	-2.4	-2.9	-4.5	.	-1.9	2.3	-6.0	9.2
COc1ccc(/C=C2\Sc3ccc(C(=O)NC4CC4)cc3N(C)C2=O)cc1OC	-2.6	-7.4	-0.2	2.6	1.1	-2.9	-1.3	-10.7	1.5	-7.5
CCOC(=O)c1sc(SC)c2c1CCCC2=O	1.5	-8.4	1.5	-1.4	-2.0	1.9	-2.9	-15.7	-6.9	0.8
COC(=O)[C@]12CCCCC=C1N(Cc1cccc3ccccc13)C(=O)[C@H](CC(=O)N1CCCC1)C2	-0.6	-5.3	-1.3	0.3	-1.5	.	-2.0	-1.4	3.7	2.2
COc1ccc(S(=O)(=O)N(C)C)cc1NC(=O)c1ccc2c(c1)OCCO2	2.3	-3.1	1.1	-3.9	-8.3	-5.7	-0.7	1.0	-2.0	-5.8
O=C(CO/N=C/c1ccccc1OC(F)F)NCc1ccco1	-4.2	0.2	-1.6	3.2	6.0	-2.0	-0.3	-0.5	1.4	-2.8
COc1ccc(C(=O)CCC(C)(C)[N+](=O)[O-])cc1OC	-2.4	-7.4	-0.7	2.1	1.0	0.7	0.5	-0.8	-0.9	1.4
COC(=O)C[C@H](NC(=O)Cn1cnc(C(=O)Nc2ccc(C)c(C)c2)n1)C(=O)OC	-1.2	6.0	-1.6	2.7	2.5	2.9	0.4	1.2	2.0	-9.7
O=C1CC(/C=C/c2ccc([N+](=O)[O-])cc2)=Nc2ccccc2N1	-1.0	1.0	-3.7	5.5	4.0	8.1	0.2	7.4	5.1	0.3
NC(=S)N/N=C/c1cc([N+](=O)[O-])ccc1Cl	-0.1	-3.2	3.4	8.3	-1.4	3.3	1.6	-19.3	-1.3	-4.5
O=[N+]([O-])c1ccc(OCn2cncn2)cc1	-0.7	-0.2	0.6	-1.9	-9.4	3.8	-2.5	-0.3	-2.4	6.6
O=C(O)c1ccc(NC(C(=O)c2ccccc2)c2ccccc2)cc1 (centres undefined)	6.2	0.0	-1.8	-0.6	5.7	-5.9	-2.7	-1.2	-10.0	-1.7

Complete entries, quoted from the list. Screens in order: LEDGF integ inh	Tn7 DDE FP	UHRF1 binding	PRMT1 inh	SIAE inh	HTRA1 inhibitor	PG9 Ab binder	TDP2 absorb	mABHD4 FP	TCR CD3 inh
Cc1cc(NC(=O)COn2nnc3ccc(S(C)(=O)=O)cc32)ccc1Br reads 4.4	0.1	4.5	8.2	-15.8	-9.9	2.7	3.1	-22.4	-12.2
O=C(O)c1ccc(NC(C(=O)c2ccccc2)c2ccccc2)cc1 (centres undefined) reads 6.2	0.0	-1.8	-0.6	5.7	-5.9	-2.7	-1.2	-10.0	-1.7

Additional records
SMILES	LEDGF integ inh	Tn7 DDE FP	UHRF1 binding	PRMT1 inh	SIAE inh	HTRA1 inhibitor	PG9 Ab binder	TDP2 absorb	mABHD4 FP	TCR CD3 inh
CC(=O)Nc1ccc(NC(=O)CSc2nc(=O)n3cccc(C)c3n2)cc1	4.2	-5.7	0.7	-0.3	3.2	3.2	-0.8	10.9	0.6	11.0
CC(=O)c1ccc(NC(=O)N2C3CCC2CC(O)(c2cccnc2)C3)cc1 (centres undefined)	-0.3	2.5	-0.2	-1.2	3.7	0.6	1.7	-3.1	-0.4	-0.1
CC(C)CSc1nnc2[nH]c(=O)cc(N)n12	2.1	4.7	0.1	-1.4	-4.0	-3.4	-1.0	5.2	-4.8	2.4
Cc1cccc(C(C)C)c1NC(=O)CSc1nncn1C	1.6	-2.6	-2.1	-1.7	3.2	-4.6	-0.6	2.0	-2.1	5.8
O=C(CNC(=O)c1ccccc1)NCC(c1ccco1)N1CCCC1 (centres undefined)	-0.8	-3.4	1.6	0.0	2.3	6.1	2.0	2.1	1.2	-6.6
O=c1sc2ccccc2n1CCOc1ccccc1	-3.9	6.4	0.3	-2.3	2.1	-9.1	0.3	-0.8	-0.5	1.8
Cc1cc(C)c(S(=O)(=O)/N=C2\C=C(Nc3ccc(C(=O)O)cc3)C(=O)c3ccccc32)c(C)c1	42.5*	-1.9	7.9	13.9	18.3*	59.7*	-12.3	84.0*	71.1*	2.6
Cc1nc2c(C)cccc2cc1C(=O)N/N=C/c1ccc(O)cc1	4.2	4.4	0.5	0.1	-4.2	-6.5	1.3	4.5	-1.6	-5.5
O=c1oc2c(CN3CCOCC3)c(O)c(Cl)cc2c2c1CCCC2	1.5	3.4	0.4	2.1	1.1	1.3	2.3	8.2	2.7	0.8
COc1ccc(CNCCCn2cnc3c(SC)ncnc32)cc1	0.2	-1.6	-2.3	-0.3	0.4	-2.9	-0.7	8.1	4.3	1.8
Cc1cccc(C2c3[nH]c4ccccc4c3CCN2C(=O)c2ocnc2C)n1 (centres undefined)	-3.5	-1.4	2.3	-0.8	11.3	1.7	-0.9	-1.5	-0.6	4.3
O=[N+]([O-])c1ccc2nccn2c1	-2.1	2.5	0.7	-3.1	-6.7	1.9	-0.3	-2.9	3.0	1.5
C=CCn1c(SCc2csc(-c3ccc(Cl)cc3)n2)nnc1-c1ccccc1OC	0.4	0.9	-1.0	-0.1	-1.6	-48.5	0.3	-3.8	-13.2	2.2
Cc1cc(C(=O)NNc2ccc(F)cc2F)no1	0.3	3.2	0.0	2.6	-3.0	0.2	-2.0	0.0	0.1	2.5
CC1c2cc3c(cc2CCN1CC(=O)Nc1ccc(S(=O)(=O)N2CCCC2)cc1)OCCCO3 (centres undefined)	1.8	3.2	-2.9	-8.6	-1.7	-12.5	0.5	14.1	-0.5	7.7
Cc1ccc(-c2csc3nc4cc(C(N)=O)ccc4c(=O)n23)cc1	4.8	-7.9	19.2	4.3	4.7	-4.1	1.5	3.7	-4.4	7.0
N/C(=N\OC(=O)CCCc1ccccc1)c1ccccc1	-0.5	-0.5	4.3	0.3	-4.0	-4.5	0.7	-10.4	-7.6	0.1
COc1cc(S(=O)(=O)N2CCC(c3nc4ccccc4s3)CC2)ccc1S(=O)(=O)NC1CCCC1	-2.6	4.3	-0.6	-0.9	6.4	-1.8	-1.3	3.7	3.0	-0.9
CN1CCN(C(=S)SCC(=O)Nc2nc(-c3ccccc3)c(-c3ccccc3)o2)CC1	1.9	-1.0	-0.7	-2.8	-7.7	-17.2	-2.6	-10.7	-4.8	2.6
CCOC(=O)Cc1csc(NC(=O)/C=C/c2ccco2)n1	-2.0	1.0	-1.8	10.3	0.9	1.1	-0.2	-2.2	2.7	-8.4
CCOCCCNC(=O)c1cc2sc(Cl)cc2n1CC	2.1	-4.9	0.5	0.5	0.1	-7.5	-0.9	5.1	-1.6	4.4
FC(F)(F)c1cc(-c2ccco2)nc(-n2nc(C(F)(F)F)cc2C2CC2)n1	2.2	-1.0	-1.6	-2.2	-4.1	5.2	0.8	15.8	3.2	-4.5
O=C(NNS(=O)(=O)c1ccc(Cl)cc1)c1sccc1-n1cccc1	2.5	-1.8	-3.3	-0.8	3.0	4.5	0.0	-1.9	-3.8	5.4
CC(C)[C@H](NC(=O)c1ccccc1F)C(=O)NC1CCCCC1	4.0	-4.1	1.2	-1.1	1.3	-2.5	0.5	9.3	-3.0	-0.9
Cc1cccc(-c2noc(CN(C)C(=O)c3ccco3)n2)c1	6.4	-7.2	3.5	-3.8	-2.5	0.1	-1.2	-24.1	-5.9	0.2
CCOC(=O)c1ccc(-c2c(C)cc3oc(=O)cc(-c4ccccc4)c3c2C)cc1	-0.9	3.2	-1.0	-1.2	0.0	-24.1	0.9	10.1	1.2	-4.6
N#C/C(=C\c1ccc(-c2ccccc2[N+](=O)[O-])o1)C(N)=O	3.1	1.3	-1.9	5.6	-1.3	4.3	-3.4	3.3	5.8	-1.7
Cc1ccc(N2N=C(c3ccc(F)cc3)CC2c2ccco2)cc1 (centres undefined)	4.0	-5.9	5.0	0.3	5.2	-8.5	0.3	4.8	2.8	2.5
CCOC(=O)Cn1cnc2sc3c(c2c1=O)CCC3	4.0	1.9	2.8	1.6	1.2	6.2	-0.8	-3.6	11.0	-4.3
COc1ccccc1C(CNC(=O)c1ccc(NS(=O)(=O)c2ccc(F)c(C)c2)cc1)N(C)C (centres undefined)	4.3	-3.1	-0.1	-7.3	-0.4	17.5	-3.0	-3.1	5.5	6.8
Cc1c(NS(=O)(=O)c2cc([N+](=O)[O-])ccc2Cl)c(=O)n(-c2ccccc2)n1C	-2.2	14.1*	1.3	4.8	1.6	3.1	1.2	-6.2	-8.3	2.4
Cc1ccc(CCNS(=O)(=O)c2ccc3c(c2)N(C)CCO3)cc1	-0.3	1.0	3.0	-2.1	-5.9	-5.5	-1.4	-19.5	-8.1	4.0
CCCCn1nc2cc(C(=O)NCC3CC3)ccc2c1OCC	-0.5	-13.1	-1.7	-0.9	-2.9	-8.1	0.6	-0.5	-1.6	1.0
CC(C)C(=O)N1CCC1(C)C(=O)Nc1cc(-c2ccccc2)nn1C (centres undefined)	0.9	-7.2	-2.5	-3.5	-4.4	.	-1.4	-10.6	8.7	-3.3
Cc1c(C(C)C)c(=O)n(-c2ccc(S(=O)(=O)NCc3ccccc3)cc2)n1C	-0.3	-4.6	0.8	0.9	-2.8	-2.5	-3.7	-3.5	3.0	3.8

Source: PubChem BioAssay (The Scripps Research Institute Molecular Screening Center)
